INS-1E GSIS act: GLuc luminescence reporter in INS-1E cells, primary screen for activators of glucose-dependent secretion of insulin | 370,000 tested, 0.61% active | activation, % at 16.6 µM | AID 743287, 2014 | INS-1E GLuc reporter insulin secretion, 2-3 h;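 active = lowest replicate activation of at least 40%, so every replicate reaches that level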;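 note: 0% = median of neutral control wells and 100% = median of IBMX positive control wells; some compounds called inactive have numbers as strong as hits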
ERp5 block: inhibitors of ERp5-driven insulin aggregation, primary screen, biochemical, turbidity, absorbance 650 nm, single point; inhibition, % at 9.99 µM; Protein disulfide-isomerase A6 (Homo sapiens), Q15084; 90 min; 350,000 tested, 0.05% active;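 active = mean replicate inhibition above about 25%, with every replicate also reaching it, limit read from the data, passing the limit was not always enough; inconclusive = only one of those two criteria met; inactive = neither criterion met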
Target sequence (Q15084 whole entry, looked up): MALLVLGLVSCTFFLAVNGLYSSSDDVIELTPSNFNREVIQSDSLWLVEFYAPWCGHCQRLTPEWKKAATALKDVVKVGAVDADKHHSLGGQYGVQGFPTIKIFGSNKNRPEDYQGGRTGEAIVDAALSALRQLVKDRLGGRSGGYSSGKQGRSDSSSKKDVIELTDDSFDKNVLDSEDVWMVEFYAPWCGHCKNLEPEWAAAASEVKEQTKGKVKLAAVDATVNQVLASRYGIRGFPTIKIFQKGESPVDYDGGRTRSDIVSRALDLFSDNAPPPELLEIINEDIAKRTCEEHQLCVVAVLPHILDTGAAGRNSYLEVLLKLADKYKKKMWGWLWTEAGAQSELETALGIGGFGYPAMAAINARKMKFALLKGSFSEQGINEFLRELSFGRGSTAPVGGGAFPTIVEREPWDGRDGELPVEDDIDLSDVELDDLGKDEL
XiGFP reactiv: activators of inactive X chromosome reactivation, primary screen, imaging, XiGFP fibroblasts, GFP high-content imaging, set 2 | XiGFP mouse fibroblasts, % GFP-positive cells imaging, 3 d; cells co-treated with 5-aza-dC sensitizer; scaled so ellipticine positive control = 100% | activation, % at 7.58 µM | 360,000 tested, 0.055% active | AID 743238, 2013;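 active = mean normalized replicate activation at least 10% and every replicate at or above 10%; inconclusive = only one of the two criteria met; inactive = mean below 10% and not all replicates reach 10%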;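 note: 0% = median of on-plate neutral control wells and 100% = ellipticine 6 µM median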
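System: 68-5-11 XiGFP fibroblast line; Timing: 3 days compound exposure; Compound dosing: one concentration, pinned; Benchmarks: positive control ellipticine, 6 µM final; Buffer or medium: DMEM containing 5-aza-dC.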
F508del corr: F508del CFTR correction, initial screen, CFBE line, single point | CFBE cells, YFP halide quenching; stimulated with forskolin plus potentiator P3; % fluorescence drop versus neutral controls | activity (quench increase), % at 7.58 µM | AID 720511, 2013 | 350,000 tested, 0.36% active;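 active = mean added fluorescence quench of at least 8% versus neutral control, with both replicates also reaching 8%; inconclusive = only one of the mean or replicate conditions met; inactive = mean below 8% and not both replicates reaching 8%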;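 note: cells transiently co-express mutant CFTR-F508del with the halide-sensitive YFP; corrector assay measuring rescue of mutant channel to the surface after 24 h compound exposure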
EWS-Fli block: EWS/Fli-driven NR0B1 reporter inhibitors, primary screen, A673 cells, NR0B1 luciferase, luminescence, MLPCN library. viability-normalised. inhibition, % at 12.6 µM. 350,000 tested, 0.67% active. AID 651661, 2012;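 active = mean inhibition of at least 50% after viability correction, with every replicate also passing that limit; inconclusive = mean reaches 50% but only one of two replicates passes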;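 note: firefly luciferase signal divided by Alamar Blue viability fluorescence both relative to DMSO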
DENV2 CPE: inhibitors of DENV2 cytopathic effect, primary screen, cell-based, plate reader, single concentration | CPE inhibition, % at 9.99 µM | AID 651640, 2012 | 350,000 tested, 1.7% active | DENV2-infected cells, cytopathic effect rescue; in the data active = CPE inhibition above about 20%, passing the limit was not always enough; inconclusive = no clear call, values can overlap the other calls; tested in BHK-21 cells;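 note: 0% = median of neutral control wells and 100% = median of positive control wells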
ARNT TACC3 PPI: disruptors of ARNT/TACC3 protein interaction, primary screen, biochemical, AlphaScreen, single concentration; AlphaScreen His-ARNT PAS-B/GST-TACC3 binding, luminescence; TACC3 fragment carries E629A point mutation; inhibition, % at 9.99 µM; Transforming acidic coiled-coil-containing protein 3 (Homo sapiens), Q9Y6A5; AID 623870, 2012; 390,000 tested, 0.66% active;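 active = mean inhibition of replicates at least 50% and at least half of replicates each reaching 50%; inconclusive = half or more replicates reach 50% but mean below 50%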;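 note: 0% = complete ARNT plus TACC3 wells and 100% = ARNT alone without TACC3; many hits fall short of the cut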
PAX8 reporter: inhibitors of PAX8-driven TPO luciferase reporter, primary screen, RMG-I cells, single concentration; SteadyGlo, 24 h; inhibition, % at 12.6 µM; 360,000 tested, 1.2% active;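 active = mean replicate inhibition at least 60% with every replicate also reaching 60%; inconclusive = only one of the two criteria is met; inactive = mean below 60% and not all replicates reaching 60%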;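 note: luciferase light reporting Pax8 driven TPO promoter activity; plate controls were median of neutral control wells for no effect and mitoxantrone controls for full effect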
* hit, by the source's call; ? = inconclusive; nt = no result given. Random draw from the library; about 4.2% have a hit in one of these screens.

SMILES	INS-1E GSIS act	ERp5 block	XiGFP reactiv	F508del corr	EWS-Fli block	DENV2 CPE	ARNT TACC3 PPI	PAX8 reporter
Cc1cccc(C(=O)NC(C)c2ccc(-n3ccnc3)cc2)c1C (stereo not drawn)	8	0	0.0	-2.3	-3	1	-7	-6
CCCNC(=O)N1[C@H](CO)[C@H](c2ccccc2)[C@@H]1CNC(=O)c1ccc(F)cc1	-8	nt	0.3	-2.3	5	104*	nt	-14
CCCc1cc(C(=O)N2CCCC(N3CCN(c4ccccc4C)CC3)C2)n(C)n1 (stereo not drawn)	-11	-2	0.2	0.0	nt	11	-23	14
CCN(C(=O)CN1CCC(C(=O)OC)CC1)c1c(N)n(Cc2ccccc2)c(=O)[nH]c1=O	15	4	1.4	-1.6	3	-1	nt	-10
Cc1noc(C)c1S(=O)(=O)Nc1ccc2c(c1)C(=O)N([C@H](C)CO)C[C@@H](C)[C@@H](CN(C)C(=O)c1ccncc1)OCCCC[C@H](C)O2	13	-4	0.7	1.1	-8	-2	-9	-17
N#Cc1ccc(-c2ccc([C@@H]3[C@@H](CO)N4CCCCN(C(=O)Nc5ccc(F)cc5)C[C@H]34)cc2)cc1	-29	7	0.1	1.5	15	3	0	2
CCn1c2ccccc2c2cc(/C=N/NC(=O)c3ccc(O)cc3)ccc21	-5	-1	0.1	-0.1	5	7	1	41
Cc1cc(C(=O)N2CCN(c3ccccc3)CC2)no1	30	-5	nt	0.1	-1	-5	-4	nt
O=C1CCC(C(=O)OCc2cc(=O)oc3ccc4ccccc4c23)=NN1	17	2	0.0	3.1	5	1	-5	2
Cc1ccc(S(=O)(=O)N(C)C[C@@H]2OCCCC[C@@H](C)Oc3ccc(NS(=O)(=O)c4cccs4)cc3C(=O)N([C@H](C)CO)C[C@H]2C)cc1	-16	0	0.0	-2.4	6	3	9	30
Cc1ccc(S(=O)(=O)NCCNc2ccc([N+](=O)[O-])cc2)cc1	-20	6	0.0	-1.4	nt	-1	14	2
C[C@H]1CN([C@@H](C)CO)S(=O)(=O)c2ccc(-c3ccc(C#N)cc3)cc2O[C@@H]1CN(C)C(=O)CN(C)C	-11	1	0.1	-0.5	-9	3	2	nt
C[C@@H]1CN([C@H](C)CO)C(=O)c2cc(N(C)C)ccc2O[C@@H](C)CCCCO[C@@H]1CN(C)C	-1	0	-0.1	-1.9	1	nt	-1	5
O=c1c2cc(F)ccc2sn1-c1ccccc1Cl	202*	4	3.9	-1.9	26	-3	nt	4
CCCCC1(CC)SCC(=O)NC1=O (stereo not drawn)	8	-1	0.3	4.5	2	-5	-2	nt
CC=Cc1ccc2n(c1=O)C[C@@H]1[C@@H](CO)[C@H](C(=O)NCC)N(CCC(F)(F)F)[C@H]21 (mixture of isomers)	8	0	0.1	1.3	-5	0	0	-5
O=C(C1CCCN(Cc2ccccc2Cl)C1)N1CCCCC1 (stereo not drawn)	-4	1	0.1	-1.1	-3	3	-3	-10
Cc1cccc(-n2nc([N+](=O)[O-])c(N3CCN(C(=O)c4ccco4)CC3)[n+]2[O-])c1	0	-3	-0.1	-0.2	8	-4	2	-2
Cc1[nH]c(C)c(S(=O)(=O)N2CCN(c3ccc(Cl)cc3)CC2)c1C(=O)N1CCCC1	-8	3	-0.1	1.6	nt	2	1	13
C[C@@H]1CN([C@@H](C)CO)S(=O)(=O)c2ccc(C3=CCCCC3)cc2O[C@H]1CN(C)C(=O)C1CCC1	-15	8	-0.2	0.4	2	8	8	nt
COc1cc(C)c(Cl)cc1S(=O)(=O)N1CCSC1	-8	2	0.1	-2.4	4	-1	0	-43
Cc1ccc(-c2ccc([C@H]3[C@@H](CO)N4CCCCN(C)C[C@H]34)cc2)cc1	9	5	0.1	-2.2	-28	27*	10	-13
C[C@H](CO)N1C[C@H](C)[C@H](CN(C)C(=O)Nc2ccc3c(c2)OCO3)Oc2ncc(C#Cc3cccc(F)c3)cc2C1=O	-55	0	-0.6	1.9	-4	10	1	nt
C[C@@]12CCC=C[C@H]1[C@H](c1ccc3ccccc3c1/C=C/c1ccccc1)N(Cc1ccccc1)C2=O	nt	3	-0.2	-2.3	6	-4	1	-9
Cc1nc2[nH]c(=S)[nH]c(=O)c2nc1C	8	-1	0.2	0.8	-4	0	-4	12
Next structures
SMILES	INS-1E GSIS act	ERp5 block	XiGFP reactiv	F508del corr	EWS-Fli block	DENV2 CPE	ARNT TACC3 PPI	PAX8 reporter
CCc1ccc(NC(=O)CNC(=O)c2nn(-c3ccc(OC)cc3)c(=O)c3ccccc23)cc1	4	1	0.0	1.0	nt	0	2	6
Cn1nccc1C(=O)N1CCC(Cc2ccccc2)CC1	23	-5	0.0	1.1	-1	-7	3	-1
CC1=NN(c2ccccc2)C(=O)/C1=C\c1cc(C)n(-c2cccnc2)c1C	7	3	0.0	0.0	-18	4	-9	8
COC(=O)c1sccc1NC(=O)Nc1ccccc1OC	3	-2	0.5	1.2	3	-12	-9	-11
Cc1ccc(S(=O)(=O)N2CCCCC2)cc1NC(=O)CSc1nc(N)cc(=O)[nH]1	32	4	0.0	-3.3	-1	3	nt	-8
COc1ccccc1CNC(=O)CN(Cc1ccc(Cl)cc1)S(C)(=O)=O	-16	-1	0.1	-1.8	6	-5	-2	9
CSCCC(NC(=O)c1ccc(Cl)cc1Cl)C(=O)NNC(=O)c1ccncc1 (stereo not drawn)	3	-1	0.0	-1.4	-4	-1	nt	-5
COc1ccc(CNCCC2(Cc3ccccc3)CC(C)N(C)CC2C)cc1OC (stereo not drawn)	3	-6	0.2	-0.1	14	-2	-7	3
COc1ccc(NC(=O)N2CCC3(CC2)CN(C(=O)c2cccnc2)[C@@H](CO)c2[nH]c4cc(OC)ccc4c23)cc1	3	nt	0.0	-0.4	-4	1	nt	nt
C[C@H](CO)N1C[C@H](C)[C@H](CN(C)Cc2ccc(Oc3ccccc3)cc2)Oc2c(NC(=O)c3ccncc3)cccc2C1=O	nt	8	nt	-0.6	4	3	-6	1
CCCOc1ccc(Oc2ccc(S(=O)(=O)N3CCN(C)CC3)cn2)cc1	-2	-3	0.0	2.6	13	1	-6	nt
CCCNC(=S)N1CCN(CC)CC1	30	nt	0.0	nt	nt	nt	2	14
C[C@H]1CN([C@@H](C)CO)S(=O)(=O)c2ccc(C#CC3CC3)cc2O[C@H]1CN(C)CC1CC1	-15	-5	-0.9	-2.8	-5	14	2	nt
COc1ccccc1-n1c(C)c(C(=O)O)c2cc(OC)c3ccccc3c21	0	2	0.2	0.7	11	0	1	3
COC(=O)c1cn(C[C@H](Cc2ccccc2)NC(=O)Nc2ccccc2)nn1	nt	0	nt	0.2	5	1	-7	-8
O=C(Cc1ccccc1)N1C[C@H]2[C@@H](c3ccccc31)[C@H](CO)N2C(=O)c1ccc(F)cc1	-1	9	0.0	0.7	-3	?	4	15
C[C@H]1CN([C@@H](C)CO)C(=O)c2cc(NS(=O)(=O)c3ccccc3)ccc2O[C@H]1CN(C)Cc1ccc(-c2ccccc2)cc1	-16	1	-0.1	0.2	-7	11	3	4
O=C(Nc1cc(Cl)cc(Cl)c1)c1cccnc1	-14	2	5.9	-0.5	-2	2	-18	-15
C[C@H]1CN([C@@H](C)CO)C(=O)c2cc(-c3ccc(F)cc3)cnc2O[C@H]1CN(C)Cc1cncnc1	-1	-2	-0.8	-3.4	-4	13	-29	nt
CCOC(=O)c1sc(SC)nc1N	12	-10	-0.7	-0.5	13	-3	-3	3
COC(=O)Cn1ccc(N(C)C)c(C#N)c1=O	-1	6	nt	-2.0	11	0	3	nt
CC[C@@]12C(=O)N(c3cccc(Br)c3)C(=O)N1[C@H](c1ccc(Cl)cc1)[C@@H]1C(=O)N(C3CCCCC3)C(=O)[C@@H]12	18	5	0.0	2.4	1	-16	-1	13
COCCN1C[C@@H](CO)O[C@@H](n2cnc3c(NCC(C)C)ncnc32)C1	0	12	0.2	1.1	1	11	nt	3
COc1ccc(N2CCN(C(=O)CCc3ccccc3OC)CC2)cc1	3	2	0.0	0.3	4	-3	2	-16
CO[C@H]1CN(C)C(=O)c2ccc(NC(=O)Nc3ccccc3F)cc2OC[C@H](C)N(C(C)=O)C[C@@H]1C	-4	-3	-0.3	-0.8	8	0	4	-3
More structures.
SMILES	INS-1E GSIS act	ERp5 block	XiGFP reactiv	F508del corr	EWS-Fli block	DENV2 CPE	ARNT TACC3 PPI	PAX8 reporter
COc1ccc(-c2cnc3c(c2)C(=O)N([C@H](C)CO)C[C@@H](C)[C@@H](CN(C)S(C)(=O)=O)O3)cc1	5	1	-1.1	1.9	-4	-6	25	nt
C[C@@H]1CN([C@@H](C)CO)C(=O)Cc2cc(NC(=O)CCCCCC(=O)Nc3ccccc3N)ccc2O[C@H]1CN(C)C(=O)Nc1ccc2c(c1)OCO2	3	2	0.5	1.6	1	-4	nt	-28
CCC(=O)N1C[C@H](C)[C@H](OC)CN(C)C(=O)c2cc(NC(=O)Nc3ccc(Cl)cc3)ccc2OC[C@@H]1C	-13	4	-0.1	-2.2	9	-2	10	nt
COc1cccc(C(CC(=O)O)NS(=O)(=O)c2ccc3c(c2)N(C(C)=O)CC(C)O3)c1 (stereo not drawn)	16	-11	0.0	-0.2	3	1	-8	-8
OCC(O)/C=N/Nc1nc(N2CCCCC2)nc(N2CCCCC2)n1 (stereo not drawn)	2	-5	0.2	-0.7	-3	9	1	-1
CO[C@H]1CN(C)C(=O)c2ccc(NC(C)=O)cc2OC[C@H](C)N(Cc2ccccc2C(=O)O)C[C@@H]1C	-4	-6	0.2	-2.4	nt	-4	nt	-6
COc1cc(C2/C(=C(\O)c3ccc4c(c3)CC(C)O4)C(=O)C(=O)N2CC2CCCO2)cc(OC)c1OC (stereo not drawn)	1	-2	0.0	-0.6	nt	-1	-10	2
COc1ccc(NC(=O)c2c(NC(=O)CNCC(C)C)sc3c2CCC3)c(OC)c1	1	7	0.3	nt	-3	2	18	17
O=C(Nc1ccccc1)N[C@@H]1CC[C@H](CCNS(=O)(=O)c2ccccc2F)O[C@@H]1CO	3	-2	-0.5	2.1	1	0	-1	-9
CC=Cc1ccc2n(c1=O)C[C@H]1[C@H](CO)[C@@H](C(=O)N3CCCCC3)N(Cc3ccccc3OC)[C@@H]21 (mixture of isomers)	1	-8	0.0	-1.3	6	1	-31	nt
Cn1cnc(S(=O)(=O)N2CCCCN3[C@H](CO)[C@@H](c4ccc(C#CC5CCCC5)cc4)[C@@H]3C2)c1	11	-3	0.2	-2.9	19	5	-2	-8
Cc1cc(SCC(=O)N(C)C2CCCCC2)nc2ccccc12	-3	nt	0.0	0.1	1	?	-5	5
O=C1C=CCCN1C(=O)/C=C/c1cccc(Br)c1	nt	-8	nt	0.7	64*	-3	nt	11
Cc1c(OCC(=O)N2CCC(C(N)=O)CC2)ccc2c1oc(=O)c1ccccc12	11	-1	nt	0.0	-6	?	-24	nt
Cn1c(=O)c2c(nc(CN3CCN(Cc4ccccc4)CC3)n2Cc2ccc(Cl)cc2)n(C)c1=O	-34	-2	0.3	4.9	-17	1	14	-6

Screening data deposited in PubChem BioAssay by Broad Institute.
